# IDE inh: human IDE inhibitors in live cells, primary screen, fluorescence polarization, HEK cells, FAbetaB substrate. Insulin-degrading enzyme (Homo sapiens), P14735. FAbetaB cleavage. inhibition, % at 5.59 µM. 320,000 compounds, 0.41% hits. AID 434962, 2010;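 active means percent inhibition above the average of all tested compounds plus 3 SD, set per screening campaign, cut at about 16% in these data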;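 further: IDE supplied by intact live HEK cells; FP after avidin binding of uncleaved biotin substrate so inhibition keeps polarization high; 0% = DMSO wells and 100% = 60 µM reference IDE inhibitor Ii1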
# SUMO HTRF inh: inhibitors of in vitro SUMOylation cascade, primary screen, biochemical, HTRF, uHTS; SUMO-conjugating enzyme UBC9 (Homo sapiens), P63279; 290,000 compounds, 0.36% hits; inhibition, % at 35 µM; HTRF SUMOylation assay, SAE1/SAE2 + UBC9; AID 2006, 2009; in the data active means inhibition above about 50%, passing the limit was not always enough; further: strong numbers were not always called active
# Target sequence (P63279 whole entry, looked up): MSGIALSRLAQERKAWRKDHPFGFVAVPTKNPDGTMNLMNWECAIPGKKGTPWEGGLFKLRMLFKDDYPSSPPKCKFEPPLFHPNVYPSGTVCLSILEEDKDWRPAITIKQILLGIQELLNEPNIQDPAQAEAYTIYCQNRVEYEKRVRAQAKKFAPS
# M18AAP inhibitor: PfM18AAP inhibitors, malaria aminopeptidase, primary screen, biochemical, QFRET, recombinant enzyme; H-Glu-NHMec fluorogenic cleavage; inhibition, % at 7.35 µM; 290,000 compounds, 1.2% hits; AID 1822, 2009;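 active means inhibition above the campaign mean inhibition over all tested compounds plus 3 SD, cut at about 28% in these data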;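 further: 0% = plate median of test compound wells and 100% = 2 mM ZnCl2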
# p-CIP stab down: p/CIP-EGFP fusion destabilizers, primary screen, fluorescence, F442A cells; Q05BA5; 16 h; decrease of EGFP signal, % at 10 µM; 290,000 compounds, 0.01% hits;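 active means EGFP signal decrease of at least 30% at 10 µM or well 3 SD below plate mean, unless failing retest; inactive means the rest, including hits failing retest or dose response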; further: some compounds called inactive have numbers as strong as hits; many of its hits are not listed in these tables
# MEKK3 PB1 HTS: modulators of MEKK3-MEK5 PB1 binding, primary screen, biochemical, wildtype MEKK3, multiplex bead flow cytometry, Alexa488-MEK5. bead-based flow cytometry, Alexa488-MEK5 binding to MEKK3; actives lie on both sides; 0 = blocked by unlabeled MEK5, 100 = vehicle. binding response (% of control), % at 10 µM. AID 1529, 2009. 290,000 compounds, 1.4% hits;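 active means binding response more than 3 SD above or below the average of its plate-row segment, actives on both sides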;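 further: Alexa488 bead fluorescence after subtracting the streptavidin-only scavenger bead signal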
# Target sequence (Q99759 whole entry, looked up): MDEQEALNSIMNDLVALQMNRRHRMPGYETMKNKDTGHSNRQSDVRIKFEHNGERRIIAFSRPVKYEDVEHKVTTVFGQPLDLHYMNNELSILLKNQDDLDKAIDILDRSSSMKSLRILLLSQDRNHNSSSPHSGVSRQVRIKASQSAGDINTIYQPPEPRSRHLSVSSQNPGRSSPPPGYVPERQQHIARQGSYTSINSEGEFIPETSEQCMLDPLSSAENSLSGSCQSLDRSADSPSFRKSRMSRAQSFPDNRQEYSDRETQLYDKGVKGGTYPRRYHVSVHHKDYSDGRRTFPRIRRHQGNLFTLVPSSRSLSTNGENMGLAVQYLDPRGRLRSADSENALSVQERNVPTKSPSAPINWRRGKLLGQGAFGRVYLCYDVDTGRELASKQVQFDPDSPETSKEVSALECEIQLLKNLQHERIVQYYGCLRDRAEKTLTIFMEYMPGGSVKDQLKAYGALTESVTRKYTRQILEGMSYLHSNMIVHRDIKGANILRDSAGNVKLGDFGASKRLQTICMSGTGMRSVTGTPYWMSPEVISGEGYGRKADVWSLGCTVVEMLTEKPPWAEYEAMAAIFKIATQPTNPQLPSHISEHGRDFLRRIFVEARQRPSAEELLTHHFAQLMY
# IDE act: human IDE activators in live cells, primary screen, fluorescence polarization, HEK cells, FAbeta-B substrate; activation, % at 5.96 µM; FAbeta-B cleavage; 0% vehicle, 100% cell-free pure enzyme wells; 340,000 compounds, 0.073% hits; Insulin-degrading enzyme (Homo sapiens), P14735;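 active means activation above the mean of all tested compounds plus 3 SD, set per screening campaign, cut at about 17% in these data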
# MEKK2wt PB1 HTS: modulators of MEK5 binding to wildtype MEKK2, primary screen, biochemical, multiplex bead flow cytometry, Alexa488-MEK5; Mitogen-activated protein kinase kinase kinase 2 (Homo sapiens), Q9Y2U5; binding response (% of control), % at 10 µM; 290,000 compounds, 1.1% hits; Alexa488-MEK5 binding to MEKK2 WT; actives lie on both sides; in the data active means binding response below about 67% or above about 130%
# MEKK2mut PB1 HTS: MEK5 binding signal on mutant MEKK2 PB1, primary screen, biochemical, multiplex bead flow cytometry, Alexa488-MEK5; Alexa488-MEK5 binding to MEKK2 mutant; percent response, % at 10 µM; 290,000 compounds, 0.35% hits; AID 1530, 2009; in the data active means percent response above about 24%, passing the limit was not always enough; further: inactives centre near 1; some results filed as inactive read as strong as hits; reference of the scale not given here
# NALP1 inh: NALP1 inflammasome inhibitors in reconstituted yeast, colorimetric, S. cerevisiae, triplicate retest. S. cerevisiae NALP1/ASC/caspase-1 growth, X-gal OD620, 72 h. inhibition, % at 10 µM. 280,000 compounds, 0.61% hits. AID 2071, 2009; in the data active means inhibition mostly above about 24%, no sharp cut-off; inactive means mostly below about 32%; further: some compounds called inactive have numbers as strong as hits
# * = called active by the depositor; · = not tested or not shown. Not all compounds are listed; rates above refer to the full screens.
SMILES,IDE inh,SUMO HTRF inh,M18AAP inhibitor,p-CIP stab down,MEKK3 PB1 HTS,IDE act,MEKK2wt PB1 HTS,MEKK2mut PB1 HTS,NALP1 inh
CCCCCCC#Cc1cncc(C(=O)NNC(=O)Nc2cc(Cl)cc(Cl)c2)c1,-1,62*,4,-12,104,·,96,0,0
CCOc1ccc(C(=O)Nc2cccc([N+](=O)[O-])c2)cc1Br,0,-6,-10,2,103,-7,103,1,14
Cc1cccc2cc(/C=C3\N=C(c4ccccc4)OC3=O)c(N3CCOCC3)nc12,5,20,-7,-6,·,2,·,·,-7
Cc1cc(C)cc(NC(=O)N2CCN(S(C)(=O)=O)CC2)c1,1,10,6,-13,93,3,90,-9,13
COc1cccc(N2C(=O)CC(N3CCC(C(N)=O)(N4CCCCC4)CC3)C2=O)c1 (stereo not given),4,-3,-98,3,98,5,94,2,25
O=C(NCCNS(=O)(=O)c1ccccc1)N1CCOCC1,1,13,-7,1,103,-2,111,9,6
COc1ccc(C2c3c(ncn(CCN4CCOCC4)c3=N)Oc3ccc4ccccc4c32)cc1 (stereo not given),1,4,-8,-4,102,9,165*,7,-2
CCOC(=O)C(=O)Nc1ccccc1C(=O)NC(C)C,-5,3,-10,6,94,-3,94,-4,4
O=C(c1cnn(C(=O)c2cccc(S(=O)(=O)N3CCOCC3)c2)c1)c1ccccc1O,-3,6,6,0,99,3,97,-5,-8
Cc1ccc(/C=C/C(=O)O)cc1S(=O)(=O)N(C)CCO,2,19,0,-5,104,0,112,9,31
CSc1ccc(CN2CCCN(C)CC2)cc1,-2,13,2,-10,99,0,100,4,4
COc1ccc(CNC(=O)CN(Cc2ccc(OC)cc2)C(=O)c2csnn2)cc1,-5,-7,-8,-2,92,-2,98,-2,-23

# Overlap with the part before: four entries; new compounds follow.
SMILES,IDE inh,SUMO HTRF inh,M18AAP inhibitor,p-CIP stab down,MEKK3 PB1 HTS,IDE act,MEKK2wt PB1 HTS,MEKK2mut PB1 HTS,NALP1 inh
O=C(c1cnn(C(=O)c2cccc(S(=O)(=O)N3CCOCC3)c2)c1)c1ccccc1O,-3,6,6,0,99,3,97,-5,-8
Cc1ccc(/C=C/C(=O)O)cc1S(=O)(=O)N(C)CCO,2,19,0,-5,104,0,112,9,31
CSc1ccc(CN2CCCN(C)CC2)cc1,-2,13,2,-10,99,0,100,4,4
COc1ccc(CNC(=O)CN(Cc2ccc(OC)cc2)C(=O)c2csnn2)cc1,-5,-7,-8,-2,92,-2,98,-2,-23
CCCCC(=O)NNC(=S)NC(=O)c1ccc(C)cc1,4,-24,46*,-6,94,-3,64,-12,4
O=C(O)/C=C\C(=O)Nc1ccccc1N1CCN(c2ccccc2)CC1,-2,8,-7,-1,103,0,108,8,·
O=C(CNC(=O)c1ccc(Br)o1)OCC(=O)c1cccc([N+](=O)[O-])c1,2,5,8,1,98,5,97,-2,6
CC(NC(=O)Nc1cccc(Cl)c1)C(c1cccs1)N1CCCC1 (stereo not given),3,-11,2,-6,111,1,106,1,17
O=C(Nc1cccc2ccccc12)/C(=C/c1cccc([N+](=O)[O-])c1)NC(=O)c1cccs1,-1,11,-3,-24,103,3,86,-1,22
O=c1cc(N2CCN(c3ccccc3)CC2)[nH]c(=O)n1-c1ccccc1Cl,-3,4,8,-7,105,3,107,12,10
Cc1ccc(CNC(=O)c2nnn(-c3cccc(C)c3)c2N)cc1,1,10,5,8,99,2,89,-8,2
COc1ccc(-c2csc(Cc3nnc4n3CCCCC4)n2)cc1OC,3,12,-3,-16,103,-9,105,11,-1
CCc1nnc(NC(=O)C2=CCN(S(=O)(=O)c3ccc(F)cc3)CC2)s1,5,-17,0,1,97,1,99,3,·
CC(C)Sc1nsc2nc(=O)c(/C=C3\C=Nc4ccccc43)c(N)n12,2,0,-11,-15,87,-2,85,-10,8
COc1ccccc1N(CN1CCCC1=O)C(=O)COc1ccccc1,1,-8,13,8,100,9,97,0,5
COc1ccc2cc(C(=O)C3CCCN(C(=O)c4ccnn4C)C3)ccc2c1 (stereo not given),3,37,5,5,97,0,98,-4,-40
CCOC(=O)C(=O)Nc1ccc(S(=O)(=O)N2CCOCC2)cc1OC,-2,8,1,-18,80,1,88,-14,-2
CCOC(=O)Cn1c(S(=O)(=O)Cc2ccccc2)nc2ccccc21,3,2,1,-9,99,5,103,3,18
COc1ccc(C2c3ccc(O)cc3Oc3ncn(CCCO)c(=N)c32)cc1OC (stereo not given),-4,6,-1,-14,97,5,97,1,5
Cc1ccc(S(=O)(=O)NCCS(=O)(=O)N2CCN(c3ccccc3)CC2)cc1,-2,-3,-7,-2,92,5,92,-4,29
C/C(=N\NC(=O)CNc1ccccc1Cl)C(C)(C)C,3,-8,-3,-6,102,4,105,2,-9
Cc1c(NC(=O)COC(=O)c2cc3c4ccccc4n(C)c3s2)c(=O)n(-c2ccccc2)n1C,-2,35,3,-9,104,5,103,4,5
CC1CC(C)CN(C(=O)COC(=O)CNS(=O)(=O)/C=C/c2ccccc2)C1 (stereo not given),2,-3,1,5,96,2,99,-1,9
Cc1ccc(CC(=O)N/N=C/c2ccc(OC(=O)c3ccc([N+](=O)[O-])cc3)cc2)cc1,1,0,0,3,99,3,95,-2,2
COc1cc(C(=O)CSc2nncn2C)cc(OC)c1OC,6,15,-13,-9,·,-1,·,·,6
Cc1ccc2cc(CN(CCN3CCCC3)C(=O)Nc3ccc(F)cc3)c(=O)[nH]c2c1C,5,-6,-8,9,108,-4,128,18,17
CCOC(=O)C(=O)Nc1nc(-c2ccccc2)c(CC)s1,3,8,13,-7,·,0,·,·,-2
COc1ccc(Cc2nnc(Nc3c(C)cccc3C)o2)cc1OC,7,16,-9,-2,113,1,114,10,·
Cc1nn(-c2cccc(Cl)c2)c2c1C(c1ccncc1)C(C#N)=C(N)O2 (stereo not given),3,-31,0,3,102,-5,98,0,7
O=C(c1ccco1)N1CCCC(c2nc3c(nnn3Cc3cccc(Cl)c3)c(=O)[nH]2)C1 (stereo not given),5,5,1,-4,99,1,102,1,2
O=C(NCc1cc(C(F)(F)F)cc(C(F)(F)F)c1)C12CN(Cc3ccccc3)CC1C(c1cccc([N+](=O)[O-])c1)=NO2 (stereo not given),-3,-10,-2,2,101,-4,100,5,39
Cc1cc(C)nc(NC(=O)CCC2CCCC2)c1,-2,-39,0,-5,105,0,103,3,-47
COc1ccc(CCNC(=O)Cc2cc(OCc3ccccc3)c(OC)cc2[N+](=O)[O-])cc1OC,5,-12,3,12,105,3,103,6,13
COc1ccc(CCNC(=O)C(=O)NCC2OCCN2S(=O)(=O)c2cccs2)cc1OC (stereo not given),4,0,0,1,97,2,94,-3,1
O=C(O)CCCCCCCCc1cn(CCc2c[nH]c3ccccc23)nn1,3,8,-16,-5,67,4,69,-25,21
COc1cc(OC)cc(C(=O)NC2CCN(C(=O)N3c4ccccc4Sc4ccccc43)CC2)c1,-1,-14,-10,1,107,6,107,1,-13
C/C(=C\c1ccccc1)CN1CCN(C)CC1,-1,17,-13,-2,107,2,106,8,5
CC(=O)C1=C(O)C(=O)N(Cc2ccccc2)C1c1cccc([N+](=O)[O-])c1 (stereo not given),3,-12,4,-10,104,-1,109,6,-9
CC(C)(C)c1ccc(C(=O)CSc2n[nH]c(=O)[nH]c2=O)cc1,1,10,3,-1,99,3,101,3,8
Clc1ccc2c(NCc3cccs3)ncnc2c1,4,26,-6,-27,106,-6,102,6,9
COc1ccc(C(C)=O)cc1COC(=O)c1ccc(OCc2c(C)noc2C)cc1,6,26,6,2,103,-1,104,2,24
Nc1[nH]n(-c2ccccc2)c(=O)c1N=Nc1ccc2ncsc2c1,7,5,16,4,96,-4,93,-3,1
Cn1ncc2c(O/N=C(\N)c3ccc(C(F)(F)F)cc3)ncnc21,11,4,-1,2,114,2,111,12,·
Cn1nc(OCC(=O)O)cc1C(F)(F)F,-5,-12,-5,-7,110,1,110,6,5
COc1ccc(CCNC(=O)c2cc(=O)c3cc(C)ccc3o2)cc1,5,-1,1,-2,103,-2,102,5,16
CN(C)NC(=O)c1ccc([N+](=O)[O-])s1,0,6,10,-2,102,0,103,5,-5
COc1ccccc1OCc1nc(C#N)c(NCCCn2ccnc2)o1,8,8,1,1,97,5,99,-6,-11
CCOc1ccc(S(=O)(=O)N2CCC(C(=O)N3CCCCCC3)CC2)cc1C,2,-7,8,-6,105,2,110,8,-6
N#Cc1c(-c2ccccc2)cc2nc3ccccc3n2c1N,-2,20,6,-6,101,5,98,10,33
COc1cc(C(=O)Nc2nc3ccc(S(=O)(=O)N4CCOCC4)cc3s2)cc(OC)c1OC,-1,-7,-9,-8,104,6,104,2,4
COc1ccc(N2CCN(C(=O)C(Cc3ccccc3)n3cccc3)CC2)cc1 (stereo not given),-2,8,-6,-3,117,4,119,14,1
CN(CCNC(=O)c1ccc(CS(=O)(=O)c2c(Cl)cccc2Cl)o1)CCc1ccccc1,-3,2,6,3,103,1,131,7,19
COc1cc(NC(=O)c2sc(C)nc2C)c(OC)cc1NC(=O)c1ccccc1,5,16,1,-3,96,-1,98,0,34
Cc1oc(-c2ccc(Cl)cc2)nc1CN1CCCC(C(=O)NCCCN2CCCC2=O)C1 (stereo not given),-2,27,-12,-3,·,5,·,·,0
CN(C)S(=O)(=O)c1cccc(COC(=O)c2ccc(Cl)cc2O)c1,5,14,-19,0,98,3,102,6,·
O=C(COc1nncc2ccccc12)Nc1ccc(Br)cc1F,1,-41,1,8,102,2,99,-2,-14
CCOC(=O)c1cccc(NC(=O)Cn2nc(C)n3cccc3c2=O)c1,2,17,3,-3,101,0,112,7,13
CN(C)CCCNc1oc(-c2ccccc2)nc1C#N,2,25,4,-14,99,5,92,2,-4
Cn1c(=O)c([N+](=O)[O-])c(NCc2ccccc2Cl)c2ccccc21,-6,-9,14,1,56,1,55,-18,-10
Cc1ccsc1/C=N/Nc1nc(=O)[nH]nc1C,1,-34,8,13,109,0,117,5,-5
CCOC(=O)CC(=O)CSc1nc2ccc(C)cc2cc1C#N,-5,11,26,-4,98,-1,95,3,7
Cc1cccc(OCCC(=O)Nc2cc(S(=O)(=O)N3CCCCC3)ccc2N2CCOCC2)c1,0,4,-2,-8,101,4,94,-6,16
O=[N+]([O-])c1ccc(Sc2ncccn2)c([N+](=O)[O-])c1,0,27,-7,0,92,·,87,-3,2
Cc1ccc2nc(-c3ccncc3)cc(C(=O)N3CCOCC3)c2c1,-5,0,-1,-8,102,2,110,7,-19
Nc1nnnn1/N=C/c1cc(Cl)ccc1O,9,28,2,3,109,-9,112,6,15
COC(=O)c1cccc(-n2c(CCC(=O)O)ccc2-c2cccs2)c1,8,24,-17,5,94,6,91,-6,24
O=C(c1cc(-c2ccc(Cl)s2)nc2ccccc12)N1CCCC1,0,18,-5,-19,102,1,102,2,14

# Compound activity: PubChem, several laboratories
